Bioassay records from PubChem.
LYPLA2 counter: blocks human lysophospholipase 2, a PME1 counter-screen. recombinant LYPLA2, FP-Rh probe fluorescence polarization. inhibition, % at 5.9 µM. hit rate 0.38% among 320,000;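 active = inhibition above the screen-wide mean plus 3 SD, limit set per campaign, cut at about 26% in these data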;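 also: 0% = LYPLA2 with DMSO and 100% = wells lacking LYPLA2 enzyme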
PAFAH2 FP inh: PAFAH2 (human) inhibition; Q99487; recombinant PAFAH2, FP-rhodamine activity probe, fluorescence polarization; inhibition, % at 3.39 µM; hit rate 0.99% among 340,000;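 active = inhibition above the mean over all tested compounds plus 3 SD, cut at about 30% in these data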;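 also: inhibitors block probe labeling of enzyme so polarization drops; 0% = enzyme with DMSO and 100% = wells lacking PAFAH2 protein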
PAFAH1B2 FP inh: PAFAH1B2 (human) inhibition. inhibition, % at 3.39 µM. P68402. hit rate 1.2% among 340,000. recombinant PAFAH1B2, FP-rhodamine activity probe, fluorescence polarization;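 active = inhibition above the mean of all tested compounds plus 3 SD, cut at about 24% in these data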;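 also: 0% = enzyme with DMSO and 100% = wells lacking PAFAH1B2; many of its hits are not listed in these tables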
PAFAH1B3 FP inh: PAFAH1B3 (human) inhibition; Q15102; recombinant PAFAH1B3, FP-rhodamine probe, fluorescence polarization; inhibition, % at 3.39 µM; hit rate 0.28% among 340,000;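 active = inhibition above the screen-wide average of all tested compounds plus 3 SD, cut at about 25% in these data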;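 also: 0% = enzyme with DMSO only and 100% = wells lacking PAFAH1B3 protein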
Target sequence (Q15102 whole entry, looked up): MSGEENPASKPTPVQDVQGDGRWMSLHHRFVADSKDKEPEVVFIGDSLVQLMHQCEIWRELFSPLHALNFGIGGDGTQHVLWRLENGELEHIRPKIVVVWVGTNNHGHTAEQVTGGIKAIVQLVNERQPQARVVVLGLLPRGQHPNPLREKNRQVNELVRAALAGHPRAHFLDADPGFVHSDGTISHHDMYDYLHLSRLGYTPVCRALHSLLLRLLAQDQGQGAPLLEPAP
PME-1 primary: PME-1 (human) inhibition; inhibition, % at 5.9 µM; hit rate 0.53% among 320,000; AID 2130; recombinant PME-1, FP-Rh probe fluorescence polarization;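 active = inhibition above the campaign mean of all compounds plus 3 SD, cut at about 26% in these data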;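 also: competitive labeling of PME-1 active site by serine hydrolase directed probe; 0% = PME-1 with DMSO and 100% = wells lacking PME-1 enzyme; inhibitors block probe labeling so polarization falls and inhibition rises; many of its hits are not listed in these tables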
GSTO1 counter: GSTO1 inhibition, counter-screen for RBBP9 inhibitors; P78417; recombinant GSTO1, activity-based probe fluorescence polarization; inhibition, % at 5.96 µM; hit rate 1.1% among 300,000;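 active = inhibition above the campaign mean inhibition plus 3 SD, cut at about 35% in these data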;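 also: 0% = GSTO1-1 with DMSO and 100% = wells lacking GSTO1-1 enzyme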
Target sequence (P78417 whole entry, looked up): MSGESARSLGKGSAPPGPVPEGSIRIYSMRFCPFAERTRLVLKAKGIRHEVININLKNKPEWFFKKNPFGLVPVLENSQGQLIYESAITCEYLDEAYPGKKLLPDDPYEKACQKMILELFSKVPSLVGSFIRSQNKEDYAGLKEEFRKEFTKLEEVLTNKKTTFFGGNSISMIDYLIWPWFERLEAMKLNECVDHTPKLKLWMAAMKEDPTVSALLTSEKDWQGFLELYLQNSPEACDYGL
PAD4 FP inh: PAD4 (human) enzyme inhibition. AID 485272. recombinant PAD4, RCA probe fluorescence polarization. hit rate 0.41% among 330,000. inhibition, % at 6.36 µM. Q9UM07;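 active = percent inhibition above a cutoff equal to the mean of all tested compounds plus 3 SD, cut at about 15% in these data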;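 also: 0% = PAD4 with RCA probe and DMSO and 100% = probe without PAD4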
LYPLA1 counter: counter-screen for PME1 inhibitors: inhibitors of human LYPLA1; O75608; recombinant LYPLA1, FP-Rh probe fluorescence polarization; inhibition, % at 5.9 µM; hit rate 0.16% among 320,000;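 active = inhibition above the mean of all tested compounds plus 3 SD, set per campaign, cut at about 14% in these data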;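 also: inhibitors block serine hydrolase probe labeling of LYPLA1 so polarization falls; 0% = enzyme with DMSO and 100% = wells lacking LYPLA1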
pPAFAH inh: pPAFAH (human) enzyme inhibition; AID 463082; inhibition, % at 3.39 µM; hit rate 1.5% among 330,000; recombinant pPAFAH, FP-rhodamine probe fluorescence polarization;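 active = inhibition above the mean inhibition across the screen plus 3 SD, cut at about 25% in these data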;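 also: inhibitors block binding of the rhodamine activity-based probe so polarization drops; 0% = enzyme with DMSO and 100% = wells lacking pPAFAH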
Target sequence (Q13093 whole entry, looked up): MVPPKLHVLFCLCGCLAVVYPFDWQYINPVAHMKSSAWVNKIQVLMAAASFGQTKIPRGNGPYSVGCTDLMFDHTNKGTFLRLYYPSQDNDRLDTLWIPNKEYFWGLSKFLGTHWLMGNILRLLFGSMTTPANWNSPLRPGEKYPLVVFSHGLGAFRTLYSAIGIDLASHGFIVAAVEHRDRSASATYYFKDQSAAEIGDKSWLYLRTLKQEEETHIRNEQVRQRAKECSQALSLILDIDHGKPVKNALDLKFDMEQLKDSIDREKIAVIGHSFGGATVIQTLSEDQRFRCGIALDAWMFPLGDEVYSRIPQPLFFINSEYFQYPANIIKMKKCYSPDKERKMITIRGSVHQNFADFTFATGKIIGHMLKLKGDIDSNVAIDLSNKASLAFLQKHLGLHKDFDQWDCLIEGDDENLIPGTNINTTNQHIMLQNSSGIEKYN
* hit, by the source's call; . = not tested or not shown. An excerpt; rates above refer to the full screens.

canonical_smiles	LYPLA2 counter	PAFAH2 FP inh	PAFAH1B2 FP inh	PAFAH1B3 FP inh	PME-1 primary	GSTO1 counter	PAD4 FP inh	LYPLA1 counter	pPAFAH inh
CC(=O)Nc1ccc2c(c1)nc(C)n2Cc1ccccc1	-1	-5	2	0	-2	-1	-5	-2	-1
CCc1ccccc1NC(=O)NCc1ccc2c(c1)OCO2	-2	4	10	7	0	-5	2	-1	-4
O=C(CN(CC(=O)N1CCOCC1)S(=O)(=O)c1ccc(Br)s1)N1CCOCC1	-4	2	6	11	3	3	6	-6	-6
COc1ccc(OC(=O)Cc2cccc3ccccc23)cc1	6	0	-1	8	-5	5	-1	2	4
O=C(CSc1nc2ccc(Nc3nc(N4CCCC4)nc(N4CCCC4)n3)cc2s1)NCc1ccco1	-4	-2	3	6	5	-5	2	-4	0
Cc1cc(NC(=O)/C=C/c2cccc(F)c2)n(-c2nc3ccccc3[nH]2)n1	-14	-6	-3	13	-9	-9	-3	-9	2
CC1(C(=O)OCC(=O)NCc2ccc(Cl)cc2)CC1(Cl)Cl (stereo not given)	.	3	11	8	.	.	-2	.	6
O=c1c2[nH]c3ccccc3c2ncn1Cc1ccco1	-2	2	2	-5	-2	-1	-3	-5	1
COc1ccc(-n2c(SCC(=O)Nc3nccs3)nc3sc4c(c3c2=O)CCN(C)C4)cc1	3	1	-3	8	0	11	12	6	4
CC(=O)CC(=O)Nc1ccc2ccccc2c1	3	-6	5	6	-3	-1	-2	3	4
Cc1ccc(N2/C(=N/c3nc(C)cc(C)n3)NC(=O)CC2C(=O)O)cc1 (stereo not given)	0	4	4	4	0	-1	2	-1	5
CC1c2ccsc2CCN1S(=O)(=O)c1cccs1 (stereo not given)	1	0	9	13	5	8	2	0	4
COc1ccc(S(=O)(=O)NCC2CCCO2)cc1NC(=O)c1ccccc1F (stereo not given)	-3	3	3	6	-6	2	-4	2	-5
CC1(OC(=O)c2ccc(Cl)nc2)C(=O)C=C2C=C(c3ccc(C#N)cc3)OC=C2C1=O (stereo not given)	-2	.	.	.	12	36*	1	0	42*
Cc1onc(NC(=O)NC(=O)c2ccccc2F)c1Br	-1	10	5	9	10	1	-4	-3	2
CCOC(=O)c1ccc(NC(=O)c2nn(CC)cc2Br)cc1	2	-5	-4	10	-8	-27	-1	-5	0
CCCN1CCC(=O)N(CCOc2ccccc2)CC1	-5	6	3	14	3	2	0	0	8
O=C(COc1ccc(F)cc1)N(Cc1ccco1)C1CCS(=O)(=O)C1 (stereo not given)	8	7	-3	-1	10	8	0	8	3
COc1ccc(S(=O)(=O)N2CCCCCC2)cc1C(=O)N(C)CCOc1ccc(Cl)cc1	0	7	7	6	4	0	-3	-1	3
CCOC(=O)C(Cc1ccccc1)NC(=O)Cn1nnc(-c2ccccc2)n1 (stereo not given)	5	-8	7	3	-6	3	-4	2	-2
COC(=O)C1=C(C)NC(=O)C1(Nc1nccs1)C(F)(F)F (stereo not given)	5	3	5	-3	0	-2	-5	-2	3
O=C(CN1C(=O)c2cccc3cccc1c23)NCc1ccc2c(c1)OCO2	-4	1	2	7	6	7	1	0	3
O=C(OCC#CCSc1nnc(-c2ccccc2)o1)c1ccco1	3	2	3	2	3	22	1	1	5
Cc1ccc(OCC(O)CN2CCOCC2)cc1 (stereo not given)	6	-1	4	3	-2	4	3	2	1
Cc1cc(C)c([C@@H]2C[C@H]3CN(C4CCCC4)C(=O)[C@]34CCCN24)c(-n2cccn2)c1	-1	-3	1	-1	6	-3	-1	-1	5
C/C(=N/NC(=O)CNC(=O)COc1ccccc1)c1ccco1	1	-4	-4	3	4	5	3	3	0
COC(=O)c1[nH]c2ccc(C)cc2c1NC(=O)CN1CCC(C)CC1	12	-8	9	-3	0	7	-3	3	6
O=C(O)COc1ccc(Nc2ccccc2)cc1	-3	4	5	3	0	14	1	-1	14
Cc1occc1C(=O)Nc1ccc(OCc2ccccc2)cc1	7	0	0	-4	-3	-2	-2	3	0
CCO[C@@H]1OC(C(=O)N2CCN(C)CC2)=C[C@H](c2csc3ccccc23)[C@H]1CCCO	8	-4	8	5	4	-1	-1	-1	3
CN=C(c1ccccc1)c1c(C)cccc1C	-2	-8	0	4	-1	-3	-12	1	-5
Cc1cc(C)n(CCNC(=O)c2ccc3c(c2)OCO3)n1	-2	6	7	15	2	0	-4	1	3
CC(=O)N1CCC(C(=O)NCCOc2cccc(C)c2)CC1	-7	-7	0	-2	1	1	4	-2	-1
Cc1ccc(NS(=O)(=O)c2c(C)[nH]c(=O)[nH]c2=O)cc1C	3	7	0	-1	2	4	4	4	1
Nc1c(N(CCCO)C(=O)C2CCCC2)c(=O)[nH]c(=O)n1Cc1ccccc1	-8	2	-4	5	8	.	3	-3	1
CCOc1ccc(-c2nnc(SCC(=O)N3CCOCC3)o2)cc1	4	12	5	11	0	-5	-6	2	5
O=C(CN1C(=O)NC2(CCCCC2)C1=O)N1CCN(c2ncccn2)CC1	3	5	5	4	2	.	-2	1	1
Cc1ccc(S(=O)(=O)N2CCC(=O)N(C(COCc3ccc(Cl)cc3Cl)Cc3ccccc3)CC2)cc1 (stereo not given)	-6	-4	18	1	3	-1	3	-4	-1
O=C(Cc1ccc(Cl)cc1)NNC(=O)c1cnccn1	9	2	17	0	3	2	-3	5	-3
CCN(CC)C(=O)c1ccc(NS(=O)(=O)c2ccccc2)cc1	1	-3	1	5	-6	-3	-3	0	6
COc1ccc(C(C(=O)NC2CCCCC2)N(C(=O)c2sc(C)nc2C)c2ccc(C(C)=O)cc2)cc1 (stereo not given)	-3	-6	5	5	-1	9	2	0	4
Cn1nc(C(C)(C)C)cc1C(=O)O	6	2	-3	1	5	-1	1	-2	-5
O=C(NCCCNCc1ccccc1)c1ccc(/C=N/O)nc1	2	9	4	7	-8	0	-4	-3	-1
CCC[C@@H]1CCCO[C@@](C(=O)NCc2ccccn2)(C(F)(F)F)C1	3	9	30*	9	2	0	1	2	1
C#CCOCCOCCOCCNc1nc(N2CCN(C(=O)C([C@@H](C)O)n3cc([C@@H](N)CCCCN)nn3)CC2)nc(N2CCN(C(=O)[C@H](CCCCN)n3cc([C@@H](N)CC(N)=O)nn3)CC2)n1 (stereo not given in full)	.	-8	4	5	.	.	3	.	5

Three entries already listed, arranged by SMILES length, ascending.
canonical_smiles	LYPLA2 counter	PAFAH2 FP inh	PAFAH1B2 FP inh	PAFAH1B3 FP inh	PME-1 primary	GSTO1 counter	PAD4 FP inh	LYPLA1 counter	pPAFAH inh
O=C(NCCCNCc1ccccc1)c1ccc(/C=N/O)nc1	2	9	4	7	-8	0	-4	-3	-1
Cc1cc(C)n(CCNC(=O)c2ccc3c(c2)OCO3)n1	-2	6	7	15	2	0	-4	1	3
COc1ccc(C(C(=O)NC2CCCCC2)N(C(=O)c2sc(C)nc2C)c2ccc(C(C)=O)cc2)cc1 (stereo not given)	-3	-6	5	5	-1	9	2	0	4

(further entries)
canonical_smiles	LYPLA2 counter	PAFAH2 FP inh	PAFAH1B2 FP inh	PAFAH1B3 FP inh	PME-1 primary	GSTO1 counter	PAD4 FP inh	LYPLA1 counter	pPAFAH inh
COc1ccc(N=CC2=C(O)CC(C)(C)CC2=O)cc1	5	-4	0	0	0	-4	-2	0	1
NC(=O)c1sc2cc(C(F)(F)F)cnc2c1-c1cccs1	7	7	5	0	-1	1	2	-3	-1
CCc1cccc2c(C(=O)COC(=O)c3ccccc3)c[nH]c12	4	3	-3	5	0	-4	1	-1	4
CCCCCC(=O)NC(=S)Nc1ccc(N2CCOCC2)cc1	5	11	3	3	-2	4	-1	1	9
O=C(OCC(=O)N(C1CCCCC1)C1CCCCC1)c1ccc(Cl)nc1	-3	1	-2	0	-8	.	-2	-2	5
CN(C)CCn1c2c(c(SCC(=O)NCc3ccccc3)nc1=O)CCCC2	0	0	-2	6	-7	8	-4	-2	3
Cc1sc2nc(-c3ccc(Br)cc3)oc(=O)c2c1C	1	49*	7	9	5	3	-2	2	-2
O=C(NCc1cccc(Cl)c1)C1CCC(=O)N(CCN2CCOCC2)C1 (stereo not given)	0	1	6	8	4	2	4	2	2
CC(=O)N(Cc1ccco1)c1nc(C(=O)Nc2ccc(Cl)cc2)c(C)s1	-17	-6	-1	-8	-4	-7	-2	-7	10
Cc1noc(C)c1CSCC(=O)Nc1cc(S(=O)(=O)N2CCOCC2)ccc1OCC(F)(F)F	5	4	1	-1	3	6	2	1	5
CCn1c2ccccc2c2cc(NC(=O)c3ccc(C)c([N+](=O)[O-])c3)ccc21	-10	6	7	18	37*	-40	-2	-9	8
O=C(Nc1ccccc1C(=O)NC(Cc1ccccc1)C(=O)O)c1ccco1 (stereo not given)	4	1	8	16	3	-6	-1	-1	-1
COC(=O)C(Cc1ccccc1)NC(=O)c1ccc(NS(=O)(=O)c2ccc3[nH]c(=O)[nH]c3c2)cc1 (stereo not given)	-1	6	3	9	7	.	1	0	0
C=CCC[C@@H](Cc1ccc(F)cc1)C(=O)OC[C@H](C)NC(=O)[C@@H](CC=C)CC(=O)N[C@@H](CO)Cc1ccccc1	.	0	3	2	.	.	-8	.	-1
COc1ccc(CC(=O)N[C@@H]2c3ccccc3CC[C@@H]2OCc2ccccc2)cc1	.	0	2	4	.	.	-5	.	1
COc1ccccc1/C=N/N(C(C)=O)c1nc(-c2ccc(F)cc2)cs1	-3	-13	-1	7	-7	4	-1	0	4
CC(=O)Nc1ccc(S(=O)(=O)Nc2nc(CN3CCOCC3)nc3sc4c(c23)CCCC4)cc1	-3	8	3	-2	6	9	4	-1	8
O=C(NNc1c2ccccc2nc2ccccc12)C12CC3CC(CC(C3)C1)C2	-5	2	3	8	-6	0	2	-4	6
Cc1cccc(CCNC(=O)c2cccc(N3CCCC3=O)c2)c1	1	6	4	3	5	0	-1	-1	4
CCCCN(C(=O)CNC(=O)c1cccs1)C(C(=O)NC1CCCC1)c1ccncc1 (stereo not given)	9	5	3	3	0	-2	-3	1	0
Cc1ccc(Cn2ccc(O)c(Cc3ccccc3)c2=O)cc1	0	5	8	8	3	7	-5	2	3
COc1ccc(-c2cc(C(=O)N3CCCCC3)no2)cc1OC	-1	4	4	-4	-3	-3	-3	-1	8
CCC(C)NCCOc1ccc(C(C)(C)c2ccccc2)cc1 (stereo not given)	-7	0	7	3	4	-3	-2	-3	8
O=C(C1=C(O)C(=O)N(Cc2ccco2)C1c1cccc(Cl)c1)c1ccco1 (stereo not given)	-2	7	0	-4	-4	-5	-1	-4	6
COc1ccc(-n2nc(C(=O)NCC(=O)NC3CCCC(C)C3C)c3ccccc3c2=O)c(OC)c1 (stereo not given)	-2	3	1	3	-7	2	-2	-3	2
O=C(CCCn1c(=S)[nH]c2ccsc2c1=O)NCCc1ccccc1	2	5	3	4	0	6	4	5	4
COc1ccc(OC)c(NC(=O)c2ccno2)c1	-12	2	4	0	0	-2	-5	-2	3
CCCc1cc(NCCCn2ccnc2)n2nc(C)c(-c3ccccc3)c2n1	2	4	-1	4	2	0	5	3	4
COC(=O)Cc1c(C)c2ccc(OCC(=O)N3CCCC3)c(C)c2oc1=O	3	-4	-1	8	6	1	1	3	0
O=C(Nc1ccc(Cl)cc1C(=O)NCc1cccnc1)c1ccco1	-2	-5	-1	10	1	2	-7	-3	1
N#C/C(=N/Nc1ccccc1F)C(=N)N1CCOCC1	-5	-9	1	6	5	6	-4	0	0
Cc1ccc(C(=O)Cc2cc3ccccc3oc2=O)c(C)c1	-6	1	-5	5	-5	-4	-8	2	1
